Assay outcomes: PubChem, National Center for Advancing Translational Sciences (NCATS)
AmpC inh detg: inhibitors of E. coli AmpC beta-lactamase with detergent. P00811. AmpC hydrolysis of nitrocefin, absorbance 480 nm, 0.01% Triton. Potency, µM (series often up to 114 µM), for inactives: top-dose activity change, negative = inhibition, most hits filed as inhibitors. hit rate 0.041% among 370,000. AID 485294; active = well fitted inhibition curve with a large enough effect; inconclusive = small, poorly fitted or top-dose-only effect;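 note: potency is the fitted concentration of half-maximal effect; 0% = no-compound wells and -100% = no-enzyme wells; nearly all actives have a fitted effect of over 25% in size; some results filed as inactive show a strong effect at the top dose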
Target sequence (P00811 whole entry, looked up): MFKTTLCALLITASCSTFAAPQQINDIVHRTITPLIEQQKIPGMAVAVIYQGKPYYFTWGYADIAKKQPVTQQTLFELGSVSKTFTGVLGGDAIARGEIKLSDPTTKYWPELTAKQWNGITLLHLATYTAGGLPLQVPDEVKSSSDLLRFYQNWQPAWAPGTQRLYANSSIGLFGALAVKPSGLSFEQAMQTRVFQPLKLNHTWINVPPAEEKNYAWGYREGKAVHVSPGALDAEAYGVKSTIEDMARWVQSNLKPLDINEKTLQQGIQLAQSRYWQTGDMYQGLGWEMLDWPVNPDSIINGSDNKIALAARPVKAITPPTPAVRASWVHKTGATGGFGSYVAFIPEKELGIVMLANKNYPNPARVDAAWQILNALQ
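20 mM phosphate pH 7.0 + 0.01% (detergent screen) or 0.0001% Triton X-100; 5.3 nM AmpC reagent; cpd preinc 15 min RT; nitrocefin (800 uM stock) to start; A480 q20 s × 4 min; Activity was normalised to no-enzyme and no-compound control wells.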
HCMV inh: blocks human cytomegalovirus replication. HFF cells, HCMV-luciferase reporter, 72 h; stronger effect = lower value. activity change, negative = inhibition, % at 57.5 µM. hit rate 4.5% among 410,000; in the data active = activity change below about -60%; inconclusive = no clear call, values can overlap the other calls; inactive = above about -39%
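After 16 h attachment at 37C, HFF cells received test compound and HCMV-luciferase (1 PFU/cell); reporter luminescence read 72 h later, data normalized against buffer-only and known inhibitor Salinomycin.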
Starred values were filed as active, the others as inactive; ? = inconclusive; & = joins results of further samples. Unless noted, % is set by controls: 0 for no effect and ±100 for the full control effect. The list is partial, so the mix of outcomes need not match the whole.

| canonical_smiles | AmpC inh detg | HCMV inh |
| --- | --- | --- |
| COc1cccc(N2CCN(C(=O)C3CCN(S(=O)(=O)c4c(C)noc4/C=C/c4ccccc4F)CC3)CC2)c1 | -3% | -13 |
| O=C(CC1C(=O)OCCN1Cc1ccccc1)Nc1cccc(Cl)c1 (stereo not given) | 0% | 2 |
| COc1cccc(Cn2c(NCc3ccc(C)cc3)nc3c2c(=O)n(C)c(=O)n3C)c1 | 22% | 4 |
| CCc1cccc(C)c1NC(=O)CN1C(=O)C2(SCC(=O)N2c2cc(C)cc(C)c2)c2ccccc21 (stereo not given) | -1% | -15 |
| Cc1cc(NC(=O)c2cc(-c3cccc(Cl)c3)on2)nn1Cc1ccc(Cl)cc1 | 16% | -80* |
| CCCn1c(SCC(O)c2ccccc2)nc2ccccc21 (stereo not given) | 11% | -20 |
| COc1cccc(CN2C(=O)c3ccccc3Sc3ccc(C(=O)NCc4ccccc4)cc32)c1 | 0% | -12 |
| Cc1ccc(C)c(NC(=O)C2CCCN2S(=O)(=O)c2ccc3c(c2)CCCC(=O)N3)c1 (stereo not given) | 0% | -3 |
| CN(C(=O)CSc1nc2ccccc2n1CC(=O)NCc1ccc(F)cc1)c1ccc(F)cc1 | -11% | ? |
| COc1ccc(C(=O)/C=C/c2cn(CC(O)CN3CCCCCC3)c3ccccc23)cc1OC (stereo not given) | -3% | -91* |
| COC(=O)CNC(c1ccccc1)c1cc(Br)ccc1NC(=O)c1ccccc1 (stereo not given) | 14% | -17 |
| CC1CCCc2sc3nc(SCC(=O)c4ccc(Br)cc4)nc(N)c3c21 (stereo not given) | 3% | -11 |
| CN(C)c1ccc(CNC(=O)c2ccc(NC(=O)N3CCCCc4ccccc43)cc2)cc1 | 18% | 15 |
| COc1cccc(NS(=O)(=O)c2ccc3[nH]cc(C(=O)N(C)C4CCCCC4)c(=O)c3c2)c1 | -2% | 37 |
| Cc1cccc(NC(=O)Cn2cc(C(=O)C3CCCCC3)c3ccccc32)c1C | 0% | -93* |
| O=C(Cn1ncc2c3ccccc3n(Cc3ccc(F)cc3)c2c1=O)NCCCN1CCCCC1 | -2% | -6 |
| Cc1ccccc1NC(=O)CSc1nc2ccc(NC(=O)c3cccs3)cc2s1 | 19% | -24 |
| Cc1ccccc1-c1noc(-c2ccc(N3CCN(C)CC3)c([N+](=O)[O-])c2)n1 | 1% | -75* |
| Cc1ccc(-n2ncc(C(=O)NCc3ccccc3)c2C2CCN(C(=O)OC(C)(C)C)CC2)cc1 | -2% | 0 |
| COc1cc2c(-c3ccc(C)cc3)nc3c(c(C)nn3-c3ccccc3)c2cc1OC | 15% | 18 |

Of the compounds above, these contain bromine.
| canonical_smiles | AmpC inh detg | HCMV inh |
| --- | --- | --- |
| COC(=O)CNC(c1ccccc1)c1cc(Br)ccc1NC(=O)c1ccccc1 (stereo not given) | 14% | -17 |
| CC1CCCc2sc3nc(SCC(=O)c4ccc(Br)cc4)nc(N)c3c21 (stereo not given) | 3% | -11 |

Additional entries.
| canonical_smiles | AmpC inh detg | HCMV inh |
| --- | --- | --- |
| CC(C)c1ccc(NC(=O)C2(C)Cc3ccccc3C(=O)O2)cc1 (stereo not given) | 20% | 34 |
| Cc1c(C(=O)NCc2ccc(Cl)cc2)sc2nc3n(c(=O)c12)CCCC3 | 28% | ? |
| Cc1ccc(CN(C(=O)COc2ccc(Cl)cc2C)C2CCS(=O)(=O)C2)o1 (stereo not given) | 9% | 52 |
| COc1cccc(NC(=O)CSC2=Nc3ccccc3C3=NC(CCC(=O)NC4CCCCC4)C(=O)N23)c1 (stereo not given) | -4% | 0 |
| Cc1ccc(Cl)cc1NC(=O)Cn1cc(S(=O)(=O)Cc2ccccc2Cl)c2ccccc21 | 15% | 0 |
| Oc1c(C(c2ccccc2F)N2CCC3(CC2)OCCO3)sc2nc(-c3ccco3)nn12 (stereo not given) | 2% | 11 |
| Cc1ccc(NC(=O)CSc2nc(=O)n(Cc3ccco3)c3c2CCC3)cc1F | 1% | -25 |
| COc1ccc(Br)cc1CNC(=O)CCSCc1ccc(Cl)cc1 | 10% | -38 |
| CC(C)c1cc(C(=O)NC(C)c2ccccc2)no1 (stereo not given) | 23% | 1 |
| COc1cccc(NC(=O)c2ccc3nc(Cc4ccccc4)oc3c2)c1 | 3% | -94* |
| CC(=O)c1cccc(NC(=O)C2CCCN(c3nnc(-n4cccc4)s3)C2)c1 (stereo not given) | 6% | -103* |
| O=C(CCc1ccccc1)N(Cc1cccnc1)c1nc2c(F)cc(F)cc2s1 | -1% | ? |
| CCc1ccccc1NC(=O)CN(c1ccccc1OC)S(=O)(=O)c1ccc(C)cc1 | -6% | -8 |
| CCC(NC(=O)Nc1cccc(C)c1)c1c(-n2cccc2)sc2c1CCN(C)C2 (stereo not given) | 17% | -13 |
| O=C(OCC1CCCO1)c1ccc2c(c1)N(Cc1ccccc1)C(=O)c1ccccc1S2(=O)=O (stereo not given) | 0% | 5 |
| CCCCNC(=O)c1ccc2c(=O)n(Cc3ccc(OC)cc3)c(=O)[nH]c2c1 | 5% | -1 |
| COc1ccc(C(=O)Nc2nc3nc(C)c(Cl)c(=O)n3[nH]2)cc1 | 24% | -25 |
| Cc1ccc(/C=C/c2onc(C)c2S(=O)(=O)N2CCC(C(=O)NCc3ccc(N(C)C)cc3)CC2)cc1 | 15% | -31 |
| O=C(Nc1cc2c(cc1C(=O)c1ccccc1)OCCO2)c1ccc(Br)cc1 | 8% | -26 |
| COCCCNS(=O)(=O)c1ccc(N2CCCCS2(=O)=O)cc1 | 14% | -16 |
| CN(C)c1ccc(CNC(=O)C2CCN(C(=O)c3ccc(-n4ccc5ccccc54)s3)CC2)cc1 | -3% | -2 |
| O=C(NCc1cccs1)c1ccc(CSc2nc3ccncc3n2Cc2ccccc2F)cc1 | 22% | -26 |
| Cc1cccc(CSc2nc3cccnc3n2Cc2ccc(C(=O)NCc3ccco3)cc2)c1 | -5% | -17 |
| CCc1ccccc1NC(=O)[C@@H](c1ccccc1)N1Cc2ccccc2C1=O | -6% | -17 |
| CCSc1nc2ccccc2c(OCc2ccc(Cl)cc2)c1C(=O)OC | 1% | -5 |
| COc1cccc(CNC(=O)CSc2nnc(C)c3c(C)n(-c4ccccc4)nc23)c1 | 24% | ? |
| COc1ccc2c(C)c(CC(=O)NCCc3ccc(Cl)cc3)c(=O)oc2c1C | 10% | -5 |
| CCCN(CCC)CCNC(=O)CS(=O)Cc1nc(-c2ccc(OC)c(OC)c2)oc1C (stereo not given) | -2% | 0 |
| COC(=O)c1cc2sccc2n1CC(=O)Nc1ccc(C)cc1C | 22% | -6 |
| COc1ccccc1-c1nnc(C2CCN(C(=O)c3ccc(Cl)cc3)CC2)o1 | 10% | -8 |

Other results:
Below each SMILES: AmpC inh detg	HCMV inh
Cc1cc(C)cc(NC(=O)COc2cccc3c(=O)n(C)ccc23)c1
 : 5%	6
CCn1c(C)c(C)c2cc(C(=O)NCCc3cc(OC)c(OC)c(OC)c3)ccc21
 : 1%	0
CCc1ccc(CNC(=O)C2CCN(C(=O)c3ccc(-n4ccc5ccccc54)s3)CC2)cc1
 : -7%	-9
O=C(Cn1cc(S(=O)(=O)N2CCCC2)c(S(=O)(=O)N2CCCC2)c1)Nc1cccc(F)c1
 : -4%	-13
Cc1cc(C)c(S(=O)(=O)N2CCN(Cc3nc4ccc(C)cc4o3)CC2)c(C)c1
 : 13%	-8
CCC(=O)Nc1ccccc1-c1nc2ccccc2n(CC(=O)Nc2ccc(C)c(C)c2)c1=O
 : 0%	5
CC(CNC(=O)CCCn1c(=O)c2cccn2c2ccc(F)cc21)c1ccccc1 (stereo not given)
 : -2%	-14
COc1cc(-c2cc(OC)c3c(C)oc(C)c3c(=O)c2)ccc1OC(=O)c1ccccc1C
 : 14%	-10
Cc1ccc2nc(NCc3ccccc3)c3nnnn3c2c1
 : 15%	64
O=C(Cn1ncc2c3ccccc3n(Cc3cccc(Cl)c3)c2c1=O)N1CCCCCC1
 : 15%	-10
COc1cc(OC)c(NC(=O)c2c(C)oc3ncn(C)c(=O)c23)cc1Cl
 : 10%	-19
CC1CCCCN1S(=O)(=O)c1cc2c(=O)nc3ccccn3c2cc1Cl (stereo not given)
 : 6%	-2&10
CCOC(=O)c1cccc(NC(=O)N2CCC(CN3CCc4ccccc4C3)CC2)c1
 : -2%	12
CC1=C(C(=O)N2CCN(c3ccc(Cl)cc3)CC2)C2(CCC(C)CC2)OC1=O (stereo not given)
 : ?	19
CC(C)NC(=O)N1[C@H](c2cccs2)[C@@H](C)C(=O)[C@@H](C)[C@@H]1c1cccs1
 : -1%	-8
Cn1c(=O)n(C)c2cc(N3CCCCC3)c(NC(=O)Nc3ccc(Br)cc3)cc21
 : -6%	-33
CC(C)c1ccc2c(c1)-c1ccccc1S(=O)(=O)N2CC(=O)N1CCCCC1
 : 21%	24
COc1ccccc1NC(=O)CCCOc1cc(=O)n(C)c2ccccc12
 : -13%	-32
CCOc1ccc(NC(=O)Cn2nnc(C(=O)Nc3ccc(OCC)cc3)c2N)cc1
 : 5%	22
CCOc1ccc(N(C)S(=O)(=O)c2ccc3c(c2)C(C)(C)C(=O)N3C)cc1
 : 4%	1
CN(C)c1ccc(C(CNC(=O)c2ccc(C(C)(C)C)cc2)N2CCOCC2)cc1 (stereo not given)
 : 16%	-23
CCc1nn2c(=O)cc(COC(=O)C(c3ccccc3)c3ccccc3)nc2s1
 : 16%	16
CCn1c(=N)c(C(=O)NCc2ccccc2)cc2c(=O)n3cc(C)ccc3nc21
 : 6%	-26
COC(=O)c1ccc(C(=O)Nc2ccc(-c3nc4cc(NC(=O)c5ccc(C(=O)OC)cc5)ccc4o3)cc2)cc1
 : -6%	-3
COc1ccc(C(=O)Nc2ccc3oc(-c4cccnc4)nc3c2)cc1
 : 8%	-19
COc1cc(NC(=O)Cn2c(=O)n(Cc3ccccc3)c(=O)c3oc4ccccc4c32)cc(OC)c1
 : 11%	-11
COc1ccc(Cn2c(CCC(=O)Nc3ccc(C)cc3C)nc3cccnc32)cc1
 : 17%	-2
CCc1ccc(N2C(=O)CSC23C(=O)N(Cc2cccc(F)c2)c2ccccc23)cc1 (stereo not given)
 : 24%	?
CC(NC(=O)CN1C(=O)COc2ccc(Cl)cc21)c1ccccc1 (stereo not given)
 : 2%	-26
COc1cc(OC)c(NC(=O)NCc2ccc3c(c2)CCN3C(=O)c2ccccc2)cc1Cl
 : 20%	-26

Record cards (already shown).
`COc1ccccc1NC(=O)CCCOc1cc(=O)n(C)c2ccccc12` reads AmpC inh detg = -13%; HCMV inh = -32
`CCOc1ccc(N(C)S(=O)(=O)c2ccc3c(c2)C(C)(C)C(=O)N3C)cc1` reads AmpC inh detg = 4%; HCMV inh = 1

Part of the list above, reformatted.
structure: COc1ccc(Cn2c(CCC(=O)Nc3ccc(C)cc3C)nc3cccnc32)cc1
  AmpC inh detg = 17% | HCMV inh = -2

structure: CCc1ccc(N2C(=O)CSC23C(=O)N(Cc2cccc(F)c2)c2ccccc23)cc1 (stereo not given)
  AmpC inh detg = 24% | HCMV inh = ?

structure: CC(NC(=O)CN1C(=O)COc2ccc(Cl)cc21)c1ccccc1 (stereo not given)
  AmpC inh detg = 2% | HCMV inh = -26

structure: COc1cc(OC)c(NC(=O)NCc2ccc3c(c2)CCN3C(=O)c2ccccc2)cc1Cl
  AmpC inh detg = 20% | HCMV inh = -26

The listing continues:
Below each SMILES: AmpC inh detg	HCMV inh
COc1ccc(N2CC(NC(=O)/C=C\c3ccccc3)CC2=O)cc1 (stereo not given)
 : -2%	9
C=C(C)CSc1nc2sc3c(c2c(=O)n1-c1ccccc1)CC(C(C)C)OC3 (stereo not given)
 : 3%	9
COC(=O)c1c(NC(=O)c2cc3nc(-c4ccc(OC)cc4)cc(C(F)(F)F)n3n2)sc2c1CCCC2
 : -2%	3
Cc1cc(C)c(NC(=O)CSc2nc(=O)[nH]c3c2CCCC3)c(C)c1
 : 2%	9
COc1ccc(NC(=O)CSc2nnc3c(C)cc4ccccc4n23)cc1
 : 5%	-32
CCn1cc(C(=O)N(C)c2cc(C)ccc2C)c2cc(OC)c(OC)cc2c1=O
 : -5%	-12
CCOC(=O)N1CCC(NC(=O)c2cnn(-c3ccccc3)c2C2CCN(C(=O)OC(C)(C)C)CC2)CC1
 : -2%	0
CSCCC(NS(=O)(=O)c1ccc2c(c1)oc(=O)n2C)C(=O)N1CCN(c2ccc(F)cc2)CC1 (stereo not given)
 : 3%	-3
CCCOc1ccc(NC(=O)C(=O)NCCCN2CCOCC2)cc1
 : 7%	-22
CCc1cccc(N2C(=O)CSC23C(=O)Nc2ccccc23)c1 (stereo not given)
 : 10%	11
CCOC(=O)c1[nH]c(C)c(CCC(=O)NCc2ccc(OCC)cc2)c1C
 : 26%	-4
CCN(Cc1ccccc1)S(=O)(=O)c1ccc2c(c1)CCCN2C(C)=O
 : 1%	?
